Source: PubChem (National Center for Advancing Translational Sciences (NCATS))
Nrf2 block: Nrf2 qHTS screen for inhibitors; A549 ARE-Fluc reporter, luciferase luminescence, 18-24 h; Potency, µM (highest dose often 46 µM), for the others: at the top dose activity change, negative = inhibition, usual class: inhibitors; actives 2.1% (n = 360,000); note: % is set by controls: 0 for no effect and ±100 for the full control effect; nearly all actives have a fitted effect of over 60% in size
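A549 ARE_Fluc cells, 5000/well, 5% FBS OPTI-MEM; compounds in dose-response, 18-24 h at 37 °C/5% CO2; CellTiter-Fluor viability read (Ex 405/Em 525), then BugLite luciferase luminescence = Nrf2 activity.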
EPAC2 antag: qHTS for Antagonist of cAMP-regulated guanine nucleotide exchange factor 2 (EPAC2): primary screen; EPAC2 GEF exchange of Rap1B-BODIPY-GDP, fluorescence; actives 0.18% (n = 360,000); Potency, µM (doses to about 114 µM), without a hit: at the highest dose activity, negative = inhibition, actives largely listed as inhibitors; Rap guanine nucleotide exchange factor 4 (Homo sapiens), Q8WZA2; note: % is set by controls: 0 for no effect and ±100 for the full control effect; nearly all actives have a fitted effect of over 45% in size; many of its hits are not listed in these tables
Target sequence (Q8WZA2 whole entry, looked up): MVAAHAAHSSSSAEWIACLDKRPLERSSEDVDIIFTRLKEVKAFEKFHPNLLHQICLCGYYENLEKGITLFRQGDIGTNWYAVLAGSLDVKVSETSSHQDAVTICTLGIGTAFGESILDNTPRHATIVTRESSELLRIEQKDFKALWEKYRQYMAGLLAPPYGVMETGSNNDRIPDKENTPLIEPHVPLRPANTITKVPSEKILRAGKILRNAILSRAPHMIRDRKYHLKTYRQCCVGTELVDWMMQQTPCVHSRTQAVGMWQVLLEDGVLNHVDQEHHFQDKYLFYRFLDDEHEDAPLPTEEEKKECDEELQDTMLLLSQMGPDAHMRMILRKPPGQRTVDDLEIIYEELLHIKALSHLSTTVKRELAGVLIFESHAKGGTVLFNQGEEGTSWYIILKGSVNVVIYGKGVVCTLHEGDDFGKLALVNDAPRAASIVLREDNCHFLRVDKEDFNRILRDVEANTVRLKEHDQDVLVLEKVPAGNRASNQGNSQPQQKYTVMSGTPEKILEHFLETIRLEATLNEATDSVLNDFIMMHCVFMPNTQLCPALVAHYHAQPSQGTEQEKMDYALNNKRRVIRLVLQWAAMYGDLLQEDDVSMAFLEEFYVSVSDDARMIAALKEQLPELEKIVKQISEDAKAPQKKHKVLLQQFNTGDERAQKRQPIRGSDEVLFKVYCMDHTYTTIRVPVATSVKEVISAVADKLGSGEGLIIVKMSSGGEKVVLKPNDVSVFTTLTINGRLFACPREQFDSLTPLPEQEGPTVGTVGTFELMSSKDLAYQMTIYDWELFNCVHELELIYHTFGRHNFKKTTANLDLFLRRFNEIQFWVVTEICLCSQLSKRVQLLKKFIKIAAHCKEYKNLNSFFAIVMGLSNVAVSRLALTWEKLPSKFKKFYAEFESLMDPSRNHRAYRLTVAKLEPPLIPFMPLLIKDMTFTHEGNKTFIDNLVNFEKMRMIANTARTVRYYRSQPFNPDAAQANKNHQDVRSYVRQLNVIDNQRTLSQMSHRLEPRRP
ATXN2 expr inh: Primary qHTS for Inhibitors of ATXN expression. actives 0.72% (n = 360,000). Potency, µM (highest dose often 57 µM), inactives show top-dose activity change, negative = inhibition, actives largely listed as inhibitors. HEK-293 ATXN2-luciferase reporter, luminescence, 24 h; note: % is set by controls: 0 for no effect and ±100 for the full control effect; nearly all actives have a fitted effect of over 55% in size
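ATXN2-luciferase reporter cells (luciferase flanked by upstream and downstream ATXN2 gene portions) were treated 24 h at 37 °C with compounds at up to 57 uM. SteadyGlo luminescence gave expression; GF-AFC fluorescence gave viability.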
ATXN viability: Viability Counterscreen for Primary qHTS for Inhibitors of ATXN expression; AID 651635, 2014; actives 0.49% (n = 400,000); S2 cells (HEK-293 line with an ATXN2-luciferase reporter) viability, CellTiter-Fluor protease fluorescence, 24 h; Potency, µM (top dose mostly 56.7 µM), usual class: cytotoxic; note: nearly all actives have a fitted effect of over 40% in size
A549 tox: Nrf2 qHTS screen for inhibitors: counterscreen for cytotoxicity | A549 ARE-Fluc cells, CellTiter-Fluor viability, 18-24 h | Potency, µM (top dose mostly 46 µM), for inactives: at the top dose activity change, negative = cytotoxicity, usual class: inhibitors | actives 0.16% (n = 390,000); note: % is set by controls: 0 for no effect and ±100 for the full control effect
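Cytotoxicity counterscreen: CellTiter-Fluor fluorescence was measured in A549 ARE_Fluc cells after 18-24 h of compound exposure in a concentration series. The subsequent BugLite luminescent read reports ARE-luciferase activity.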
HepG2 tox: qHTS for Inhibitors of TGF-b: Cytotox Counterscreen; AID 588856, 2011; actives 0.76% (n = 410,000); Potency, µM (titrated, usually from 46.1 µM), without a hit: top-dose activity change, negative = cytotoxicity, hits mostly cytotoxic; HepG2 CAGA-GFP viability, ATP luminescence, 18 h; note: some results filed as inactive show a strong effect at the top dose
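HepG2 CAGA-GFP cells (1000/well, DMEM with 1% FBS) received compound, then TGF-beta at 500 pg/mL final, and were incubated 18 hours at 37 degrees C. Viability was read by CellTiter-Glo luminescence. Media-only wells were set as complete cell-killing and DMSO as no toxicity.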
Nrf2 ARE act: qHTS of Nrf2 Activators | Potency, µM (series often up to 46.1 µM), inactives show at the highest dose activation, usual class: activators | actives 0.31% (n = 410,000) | AREc32 ARE-luciferase reporter (MCF7-derived line), luminescence, 24 h; note: % of control where 0% means no effect; nearly all actives have a fitted effect of over 65% in size
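Each well held 1000 AREc32 cells, which were incubated with compound for 24 hr at 37 deg C after overnight attachment, and ARE reporter activity was quantified by firefly luciferase luminescence.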
MCF10A rerep: A quantitative high throughput screen for small molecules that induce DNA re-replication in MCF 10a normal breast cells; MCF 10A DNA re-replication, Hoechst nuclear intensity, 48 h; Potency, µM (series often up to 46.1 µM), for inactives: top-dose activity, positive = re-replication, usual class: activators; actives 2.9% (n = 350,000); note: % of control where 0% means no effect; nearly all actives have a fitted effect of over 50% in size
TGFb inhibitor: qHTS for Inhibitors of TGF-b; AID 588855, 2011; actives 1.2% (n = 410,000); HepG2 CAGA-GFP TGF-b/SMAD3 reporter, GFP fluorescence, 18 h; TGF-beta stimulated, 500 pg/mL final; Potency, µM (titrated, usually from 46.1 µM), for the others: at the top dose activity, negative = inhibition, usual class: inhibitors; note: % is set by controls: 0 for no effect and ±100 for the full control effect; nearly all actives have a fitted effect of over 65% in size
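Cell-based qHTS in HEPG2 carrying a CAGA-GFP Smad reporter; compounds added before 500 pg/mL final TGF-beta, 18 h incubation at 37 degrees C, GFP fluorescence quantified per cell by imaging cytometry.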
The depositor's hits bear a star; i = inactive; ? = inconclusive; . = no result given; & = joins results of further samples; [ ] = remark or other dose. Calls come from the whole dose curve; as a rule, active = well fitted curve in the direction sought with a large enough effect; inconclusive = small, poorly fitted or top-dose-only effect, or another doubt; inactive = no such curve, though single readings can be large; an effect the other way counts as inactive or inconclusive. Potency is the fitted concentration of half-maximal effect. These rows are one share of the data; count on the stated rates, not on these rows.

molecule	ATXN2 expr inh	EPAC2 antag	A549 tox	MCF10A rerep	Nrf2 ARE act	TGFb inhibitor	Nrf2 block	ATXN viability	HepG2 tox
COc1ccc(COC(=O)C2=C(C)NC(=O)NC2c2cc(OC)ccc2OC)cc1 (centres undefined)	-18.2%	0.5%	0.5%	0.517µM*	2.7%	-9.2%	-19.9%	i	-21.6%
Cc1cc2ccccn2c1C(=O)c1ccc(C#N)cc1	-13.4%	?	?	16.5%	-0.4%	-3.0%	0.1%	i	-9.8%
Cc1ccc(C2CC(C(F)(F)F)n3ncc(C(N)=O)c3N2)cc1 (centres undefined)	-9.1%	1.0%	-4.0%	-0.6%	-0.9%	-19.8%	12.0%	i	-1.3%
COc1cc2cnc(-c3cccnc3)cc2cc1OC	7.7%	8.5%	3.0%	11.7%	4.1%	-7.7%	-25.8%	i	4.0%
COc1ccccc1-c1nnc2n1N=C(c1ccc(O)c(O)c1)CS2	-14.8%	4.5%	-14.4%	?	0.6%	?	3.8%	?	3.0%
CCCCCc1nnc(NC(=O)c2ccc(=O)n(C)n2)s1	0.3%	-1.2%	-2.1%	12.6%	1.0%	11.2%	1.0%	i	5.2%
O=C(C[n+]1ccccc1)N/N=C/c1ccc(F)cc1	2.1%	21.7%	-8.4%	-3.8%	0.2%	11.0%	?	i	6.2%
N#Cc1ccc(C(=O)N2CCCCC2c2cc(C(=O)NCc3ccccc3)no2)cc1 (centres undefined)	4.7%	10.4%	.	.	-0.6%[9.22 µM]	-1.5%	.	i	-6.5%
C=CCONC(=O)c1cc(OCC(F)(F)F)ccc1OCC(F)(F)F	4.2%	-4.1%[57.1 µM]	3.7%	-0.2%	0.3%	-18.6%	-4.3%	i	-6.0%
CC(=O)N1c2ccc(S(=O)(=O)N3CCC(C(=O)Nc4cccc(C)c4)CC3)cc2CC1C (centres undefined)	-33.8%	-7.9%	-3.4%	-1.2%	-0.3%	-10.2%	?	i	-5.1%
Cc1ccc(C(=O)Oc2ccc(-c3nnco3)cc2)o1	-9.1%	0.9%	-0.7%	-3.2%	0.0%	2.9%	6.9%	i	0.3%
Cc1c(C(=O)NCc2ccc3c(c2)OCCO3)sc(=O)n1Cc1cccc(C(F)(F)F)c1	-35.9%	-29.1%	.	.	-0.1%	-14.0%	.	i	-11.1%
CCc1nnc(NS(=O)(=O)c2ccc(NC(=S)NC(=O)c3ccncc3)cc2)s1	-6.7%	?	6.8%	3.3%	-0.3%	-2.3%	0.4%	i	-2.7%
Cc1cccc(NC(=O)CN2C(=O)S/C(=C\c3ccccn3)C2=O)c1	.	-6.1%	-3.6%	?	0.6%	-1.2%	-9.9%	?	-2.6%
CN(c1ccc(C(=O)Nc2ccc(F)cc2F)cc1)S(=O)(=O)c1ccccc1	-32.5%	-8.0%	-4.5%	?	0.9%	0.0%	?	i	-40.6%
NC1=NC(=O)/C(=C\c2cc([N+](=O)[O-])ccc2Cl)S1	.	-26.1%[57.1 µM]	-3.3%	-0.7%	24.5%	13.5%	-11.4%	?	-9.4%
Cc1ccccc1CNC(=O)Cn1cc2c(n1)-c1c(oc(C(=O)N3CCCC3)c1C)CC2	.	.	-1.2%	.	3.8%	-58.3%	?	.	-9.1%
Cc1c(NC(=O)CN2C(=O)NC3(CCCCC3C)C2=O)cccc1[N+](=O)[O-] (centres undefined)	-8.2%	-3.6%	2.3%	4.3%	2.2%	4.9%	-2.4%	i	6.6%
COC(=O)c1cccc(COC(=O)c2ccc(N(C)C)cc2)c1	18.6%	-1.2%	1.2%	9.0%	-0.1%	-4.1%	?	i	2.9%
CCSc1nc(=S)n(-c2ccccc2)c(C)c1C(C)=O	20.1%	-2.8%	4.2%	0.5%	0.0%	10.1%	3.5%	i	-35.6%

Part of the list above, with values under each structure.
The line under a structure holds: ATXN2 expr inh	EPAC2 antag	A549 tox	MCF10A rerep	Nrf2 ARE act	TGFb inhibitor	Nrf2 block	ATXN viability	HepG2 tox
COC(=O)c1cccc(COC(=O)c2ccc(N(C)C)cc2)c1
→ 18.6%	-1.2%	1.2%	9.0%	-0.1%	-4.1%	?	i	2.9%
CCSc1nc(=S)n(-c2ccccc2)c(C)c1C(C)=O
→ 20.1%	-2.8%	4.2%	0.5%	0.0%	10.1%	3.5%	i	-35.6%

Next section:
molecule	ATXN2 expr inh	EPAC2 antag	A549 tox	MCF10A rerep	Nrf2 ARE act	TGFb inhibitor	Nrf2 block	ATXN viability	HepG2 tox
O=C(COC(=O)CNC(=O)c1ccc(Cl)c([N+](=O)[O-])c1)NC(=O)CN1CCCC1=O	4.4%	-1.3%	-0.1%	-0.2%	-0.2%	-1.1%	3.6%	i	-1.1%
CCC/C(=N\NC(=O)C1CC1)c1ccccc1	-1.2%	12.9%	-0.3%	-1.7%	-0.6%	4.3%	-5.7%	i	-9.6%
CCCN1CCC(=O)N([C@H](CSc2ccccc2)Cc2ccccc2)CC1	6.5%	5.8%	0.1%	-1.5%	0.0%	?	?	?	-25.8%&-41.7%
Cn1nnnc1Sc1ncnc2scc(-c3cccc(S(C)(=O)=O)c3)c12	8.91µM*	-3.9%	?	4.61µM*	-1.6%	?	8.2µM*	?	-115.1%
O=C(COC(=O)Cc1c(Cl)cccc1Cl)Nc1ccc(OC(F)(F)F)cc1	3.6%	-11.1%	1.9%	-0.2%	-0.1%	-16.2%	1.8%	i	-25.1%
Nc1nnc(SCC(=O)N2CCc3ccccc32)n1-c1ccccc1	3.3%	20.6%	0.5%	-0.1%	-0.5%	11.2%	20.8%	i	-2.3%
O=C(O)C1=C[C@H](c2ccc3c(c2)OCO3)C[C@H](OCCCCO)O1	-12.4%	1.8%	-0.2%	0.8%	0.3%	2.9%	18.8%	i	3.3%
O=C(CN(Cc1cccs1)C(=O)CCC(=O)Nc1ccccn1)NCc1ccccc1	11.4%[11.3 µM]	3.6%	3.6%	-9.9%	0.2%	8.8%	27.8%	i	15.3%
CC(=O)c1cccc(NS(=O)(=O)c2ccc3c(c2)NC(=O)CC(=O)N3)c1	9.1%	.	0.1%	.	0.3%	1.5%	-16.6%	i	-0.7%
CCn1c2ccccc2c2nnc(NN)nc21	-15.9%	9.3%	-8.4%	23.9%	-0.2%	?	2.8%	i	-20.1%
CCN(CC)S(=O)(=O)c1cc(C(=O)N(C)CC(=O)Nc2ccc(Cl)cc2)ccc1Cl	-6.9%	-17.5%	-1.3%	-1.8%	3.8%	-4.8%	-15.4%	i	-17.0%
NC(=O)c1ccccc1NC(=O)CSc1cn[nH]n1	7.8%	4.4%	2.6%	?	-0.4%	-2.0%	1.2%	i	8.8%
O=C(c1ccc(S(=O)(=O)N2CCCCC2)cc1)N1CCCc2ccccc21	2.5%	-13.0%	4.8%	12.1%	0.2%	-0.2%	10.1%	i	-0.4%
Cc1cc(C)nc(-n2nc(C)cc2NC(=O)CN2CCCC2)n1	.	-6.8%[57.1 µM]	-1.0%	4.9%	0.9%	-12.8%	-10.0%	i	-1.7%
Cc1ccc(NCCc2ccc(C)nc2)cc1	3.8%	-1.0%	2.0%	-1.3%	0.1%	-12.8%	0.5%	i	-22.6%
O=C(Oc1ccccc1)c1ccc(NC(=O)c2ccco2)cc1	52.8%[activator]	8.0%	3.4%	0.1%	2.7%	2.9%	6.2%	i	-24.7%
Cc1ccccc1C(=O)Nc1cccc(C(=O)OCc2cc(=O)n3c4c(sc3n2)CCCC4)c1	.	.	-12.9%	.	0.3%	0.4%	.	.	-1.8%
O=C(CSc1nnnn1C1CCCCC1)N1c2ccccc2Sc2ccccc21	-6.0%	19.6%	-9.7%	21.0%	-0.4%	?	?	i	-10.1%
O=C(c1noc2c1CCCC2)N1CCN(Cc2ccccc2)CC1	43.0%[activator]	-16.3%	8.4%	0.1%	0.0%	3.1%	10.9%	i	-21.5%
COc1ccc(C2/C=C\CN(CC3CC3)C(Cc3ccccc3)C(=O)N2Cc2ccc(F)cc2)cc1 (centres undefined)	.	.	-13.5%	.	.	-2.2%	?	.	-0.7%

Some of these compounds in order of the EPAC2 antag value, largest number first.
| smiles | EPAC2 antag | Nrf2 ARE act | TGFb inhibitor |
| --- | --- | --- | --- |
| O=C(CSc1nnnn1C1CCCCC1)N1c2ccccc2Sc2ccccc21 | 19.6% | -0.4% | ? |
| O=C(Oc1ccccc1)c1ccc(NC(=O)c2ccco2)cc1 | 8.0% | 2.7% | 2.9% |
| NC(=O)c1ccccc1NC(=O)CSc1cn[nH]n1 | 4.4% | -0.4% | -2.0% |
| Cc1ccc(NCCc2ccc(C)nc2)cc1 | -1.0% | 0.1% | -12.8% |
| O=C(c1ccc(S(=O)(=O)N2CCCCC2)cc1)N1CCCc2ccccc21 | -13.0% | 0.2% | -0.2% |
| O=C(c1noc2c1CCCC2)N1CCN(Cc2ccccc2)CC1 | -16.3% | 0.0% | 3.1% |

(next part)
molecule	ATXN2 expr inh	EPAC2 antag	A549 tox	MCF10A rerep	Nrf2 ARE act	TGFb inhibitor	Nrf2 block	ATXN viability	HepG2 tox
COCCCNC(=S)N1CCN(C(c2ccccc2)c2ccccc2)CC1	2.4%	2.2%	1.6%	4.0%	-0.4%	3.9%	-12.5%	i	0.7%
C[C@@H]1CN([C@@H](C)CO)C(=O)CCCn2nncc2CO[C@H]1CN(C)C	0.2%	-1.4%	.	.	0.4%	22.4%	.	i	2.1%
Cn1cnc(S(=O)(=O)N2CCCC(C(=O)NCc3ccccc3Cl)C2)c1 (centres undefined)	.	.	8.1%	.	0.0%	2.5%	.	.	-2.0%
Cc1ccc(/C=C/S(=O)(=O)N2CCC(C(=O)O)CC2)cc1	-0.7%	-12.8%	1.5%	-5.3%	0.2%	4.8%	-7.2%	i	-10.4%

Individual results from the results shown.
Nc1nnc(SCC(=O)N2CCc3ccccc32)n1-c1ccccc1 in A549 tox shows 0.5%
COc1cc2cnc(-c3cccnc3)cc2cc1OC in MCF10A rerep shows 11.7%
Cc1c(C(=O)NCc2ccc3c(c2)OCCO3)sc(=O)n1Cc1cccc(C(F)(F)F)c1 in Nrf2 ARE act shows -0.1%
